Screens: PubChem, several laboratories
CYP2C9 inhib – human CYP2C9 inhibition; P11712; CYP2C9 Supersomes, luciferin-H conversion, luminescence; inhibition, % at 5 µM; 20% of 96,000 active; AID 777;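 active means blocking of liver enzyme CYP2C9 beyond about 50% at 5 µM, limit read from the data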; further: values of inactives mirror those of a sister screen read the other way
TNFa cytotox – toxic to HUVEC cells under TNF alpha stimulation; HUVEC TNFalpha-stimulated, Hoechst cell count, imaging; cell count reduction, % at 2 µM; 0.17% of 93,000 active;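 active means cell count reduction exceeding the screen mean by over 5 SD, scaled to untreated wells per plate, cut at about 78% in these data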;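 further: cells counted after 24 h of TNF alpha exposure following the 1 h pretreatment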
CYP2C19 inhib – human CYP2C19 inhibition | inhibition, % at 5 µM | AID 778 | P33261 | 21% of 96,000 active | CYP2C19 Supersomes, luciferin-H EGE luminescence, 30 min;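 active means CYP2C19 inhibition above a set limit at 5 µM in the primary screen, cut at about 50% in these data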;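 further: plate controls were negative control wells for no effect and 2.5 mM tranylcypromine positive control for full effect; values of inactives mirror those of a sister screen read the other way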
Target sequence (P33261 whole entry, looked up): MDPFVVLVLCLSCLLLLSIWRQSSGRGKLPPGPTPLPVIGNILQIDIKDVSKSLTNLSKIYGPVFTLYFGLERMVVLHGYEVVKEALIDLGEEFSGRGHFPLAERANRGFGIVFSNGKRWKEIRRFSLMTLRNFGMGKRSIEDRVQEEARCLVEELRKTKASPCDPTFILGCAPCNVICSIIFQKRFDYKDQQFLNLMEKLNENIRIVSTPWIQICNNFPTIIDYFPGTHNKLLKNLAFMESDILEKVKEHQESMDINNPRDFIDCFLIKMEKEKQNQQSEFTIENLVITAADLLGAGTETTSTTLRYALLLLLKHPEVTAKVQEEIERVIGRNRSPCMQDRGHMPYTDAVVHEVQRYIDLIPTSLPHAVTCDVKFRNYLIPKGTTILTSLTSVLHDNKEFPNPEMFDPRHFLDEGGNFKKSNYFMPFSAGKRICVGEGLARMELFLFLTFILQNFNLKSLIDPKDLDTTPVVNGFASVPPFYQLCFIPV
DAT uptake mod – human DAT dopamine uptake with cocaine, either direction | B-score at 10 µM | LLC-PK1 hDAT cells, [14C]-dopamine uptake with cocaine IC80; actives deviate in either direction | Q01959 | 1.3% of 110,000 active;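 active means Z score or B-score, a plate-position-corrected score, falls beyond the plate's 99.7% confidence bounds, in either direction; inactive means both scores lie inside the 99.7% bounds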;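 further: scored against the spread of the other compound wells on the same plate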
Target sequence (Q01959 whole entry, looked up): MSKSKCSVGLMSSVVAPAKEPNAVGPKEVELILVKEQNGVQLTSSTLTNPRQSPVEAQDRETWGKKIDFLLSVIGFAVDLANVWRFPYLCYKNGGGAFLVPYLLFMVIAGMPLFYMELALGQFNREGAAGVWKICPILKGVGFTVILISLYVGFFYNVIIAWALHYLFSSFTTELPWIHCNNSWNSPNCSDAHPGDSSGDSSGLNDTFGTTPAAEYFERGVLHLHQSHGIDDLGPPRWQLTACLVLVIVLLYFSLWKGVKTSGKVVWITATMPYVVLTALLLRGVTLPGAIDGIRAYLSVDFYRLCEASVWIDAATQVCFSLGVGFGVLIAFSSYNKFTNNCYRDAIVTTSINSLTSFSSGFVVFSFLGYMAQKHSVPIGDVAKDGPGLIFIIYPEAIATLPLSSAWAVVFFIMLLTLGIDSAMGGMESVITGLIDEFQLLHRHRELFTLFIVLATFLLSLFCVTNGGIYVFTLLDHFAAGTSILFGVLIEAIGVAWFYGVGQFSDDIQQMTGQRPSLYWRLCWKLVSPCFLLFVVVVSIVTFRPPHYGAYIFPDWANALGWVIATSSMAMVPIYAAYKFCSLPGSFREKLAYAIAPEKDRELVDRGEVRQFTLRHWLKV
VCAM1 TNFa inh – reduces TNF alpha induced VCAM1 expression in HUVEC; HUVEC TNFa-induced VCAM-1 immunofluorescence, high-content imaging; inhibition, % at 2 µM; 0.48% of 95,000 active; AID 802;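 active means inhibition above the batch mean plus 3 SD, with images confirmed as a hit by eye, cut at about 37% in these data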;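 further: 0% = TNF-stimulated DMSO wells and 100% = unstimulated control wells; not every result past the cut was called active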
CYP2C19 act – cytochrome P450 2C19 (human) activation; P33261; recombinant CYP2C19, luciferin-H EGE luminescence; stronger effect = higher value; 0 = fully inhibited enzyme, 1 = untreated enzyme; activation factor at 5 µM; 96,000 tested, under 10 active;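 active means activation factor of at least 2 at 5 µM in the primary screen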;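 further: 0 = wells with 2.5 mM tranylcypromine and 1 = vehicle-only wells; values of inactives mirror those of a sister screen read the other way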
IL1B cytotox – HUVEC cytotoxicity counter-screen, IL-1B stimulated; HUVEC cell count loss, Hoechst imaging; cell count reduction, % at 2 µM; 0.41% of 94,000 active; AID 845;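 active means cell count reduction more than 3 SD above the screen-wide mean, cut at about 70% in these data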;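 further: normalized per plate to untreated control cells as the no-loss baseline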
CYP2C9 act – increases human cytochrome P450 2C9 activity; P11712; recombinant CYP2C9, luciferin-H conversion, luminescence; stronger effect = higher value; factor 1 = untreated enzyme, 0 = blocked; activation factor at 5 µM; 1.4% of 96,000 active;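 active means activation factor of 2 or more for CYP2C9 at a 5 µM dose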;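 further: 0 = sulfaphenazole-blocked wells and 1 = vehicle-only wells; values of inactives mirror those of a sister screen read the other way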
Calb biofilm kill – kills Candida albicans biofilms. C. albicans biofilm + clotrimazole, Alamar Blue. inhibition, % at 6 µM. 0.14% of 85,000 active. AID 834;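 active means inhibition above 20%; inactive means inhibition below 20%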;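 further: preformed 24 hr biofilms exposed to compound for 48 hr; 0% = biofilm without compound and 100% = blank killed by clotrimazole plus chlorhexidine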
Starred values were filed as active, the others as inactive; nt = not tested or not shown.

SMILES | CYP2C9 inhib | TNFa cytotox | CYP2C19 inhib | DAT uptake mod | VCAM1 TNFa inh | CYP2C19 act | IL1B cytotox | CYP2C9 act | Calb biofilm kill
O=C1C(Cl)=C(NCCCO)C(=O)c2ccccc21 | 1 | -23 | 12 | 0.0099 | 13 | 0.9 | -30 | 1 | 5
CCCn1cnc2sc(C(N)=O)c(C)c2c1=O | 18 | -3 | 12 | 0.62 | 23 | 0.9 | 11 | 0.8 | nt
O=C(Nc1nnc(-c2ccccc2)o1)NC1CCCCC1 | -16 | nt | 17 | -0.8 | nt | 0.8 | nt | 1.2 | 0
CCOC(=O)C1CCN(c2c(NCCCN(C)C3CCCCC3)c(=O)c2=O)CC1 | 11 | nt | 2 | -2.1 | nt | 1 | nt | 0.9 | 8
CC1CCCN(S(=O)(=O)c2coc(C(N)=O)c2)C1 (stereo unspecified) | nt | -22 | nt | 0.29 | 12 | nt | 18 | nt | -3
O=C(C1CSC2(c3ccc(F)cc3)CCC(=O)N12)N1CCCCCC1 (stereo unspecified) | -4 | nt | 26 | -0.93 | nt | 0.7 | nt | 1 | 7
Cc1ccccc1-n1c(=O)c2ccccc2n2c(=O)[nH]nc12 | nt | -21 | nt | -0.29 | 1 | nt | -34 | nt | 6
CCOc1ccc(-c2nnc3sc(COc4ccc(C)cc4)nn23)cc1 | 18 | -33 | 45 | 0.52 | -40 | 0.6 | -68 | 0.8 | 6
O=C(Nc1cccc(Br)c1)c1ccc(CSc2ccccc2)cc1 | -14 | -4 | -21 | nt | 0 | 1.2 | -8 | 1.1 | nt
O=C(Nc1ccc(Cl)cc1)N(C1=NCCC1)c1ccc(OC(F)F)cc1 | 61* | -14 | 26 | 0.017 | 13 | 0.7 | -6 | 0.4 | 4
COc1ccc(C(=O)NCC(c2ccc(F)cc2)N2CCOCC2)cc1S(=O)(=O)N1CCCC1 (stereo unspecified) | 11 | -17 | 92* | -0.12 | -9 | 0.1 | -15 | 0.9 | 6
O=C(NCCCO)c1ccc2[nH]c3ccccc3c2c1 | 32 | nt | 64* | 0.7 | nt | 0.4 | nt | 0.7 | 9
COc1cccc(N2CCN(C(=O)C3C4C=CC5(CN(Cc6ccccc6Cl)C(=O)C35)O4)CC2)c1 (stereo unspecified) | 62* | nt | 22 | 0.61 | nt | 0.8 | nt | 0.4 | 10
Cc1ccccc1CS(=O)(=O)c1nnc([C@H](CC(C)C)NC(=O)OC(C)(C)C)o1 | 76* | -17 | 29 | -0.48 | 10 | 0.7 | 12 | 0.2 | 1
O=C(CN(c1ccc(F)cc1)S(=O)(=O)c1ccc2c(c1)OCCO2)NCC1CCCO1 (stereo unspecified) | 20 | -15 | 11 | -0.74 | 12 | 0.9 | 23 | 0.8 | 3

Ordered by molecular weight (lowest first): part of the list above
SMILES | CYP2C9 inhib | TNFa cytotox | CYP2C19 inhib | DAT uptake mod | VCAM1 TNFa inh | CYP2C19 act | IL1B cytotox | CYP2C9 act | Calb biofilm kill
CCCn1cnc2sc(C(N)=O)c(C)c2c1=O | 18 | -3 | 12 | 0.62 | 23 | 0.9 | 11 | 0.8 | nt
O=C(C1CSC2(c3ccc(F)cc3)CCC(=O)N12)N1CCCCCC1 (stereo unspecified) | -4 | nt | 26 | -0.93 | nt | 0.7 | nt | 1 | 7
CCOc1ccc(-c2nnc3sc(COc4ccc(C)cc4)nn23)cc1 | 18 | -33 | 45 | 0.52 | -40 | 0.6 | -68 | 0.8 | 6
O=C(Nc1cccc(Br)c1)c1ccc(CSc2ccccc2)cc1 | -14 | -4 | -21 | nt | 0 | 1.2 | -8 | 1.1 | nt

Other structures.
SMILES | CYP2C9 inhib | TNFa cytotox | CYP2C19 inhib | DAT uptake mod | VCAM1 TNFa inh | CYP2C19 act | IL1B cytotox | CYP2C9 act | Calb biofilm kill
O=C(NCc1ccc(Cl)cc1)c1cc(-c2ccco2)on1 | 12 | -13 | 18 | nt | -7 | 0.8 | -11 | 0.9 | nt
COc1ccc(C(=O)Nc2ccc(S(=O)(=O)N3CCc4ccccc43)cc2)cc1 | nt | -6 | nt | 0.55 | 29 | nt | -8 | nt | 7
Cc1ccc(-n2c(N)c(C(=O)N3CCOCC3)sc2=S)c(C)c1 | 9 | -18 | 20 | 0.038 | -4 | 0.8 | -8 | 0.9 | 5
CCOC(=O)c1cnc(SCC(=O)Nc2ccc(NC(C)=O)c(OC)c2)nc1N | 40 | -63 | 11 | -1.3 | -51 | 0.9 | -26 | 0.6 | -2
CCN(CC)S(=O)(=O)c1cccc(C(=O)N[C@H](C(=O)NCc2ccccc2F)C(C)C)c1 | 85* | 4 | 20 | -1.2 | 1 | 0.8 | -2 | 0.2 | nt
Cc1c(C(=O)N2CCCCCC2)oc2ccccc12 | 21 | -1 | 91* | -0.09 | 30 | 0.1 | -31 | 0.8 | 7
CCc1ccc(OCC(O)CN2CCN(c3ccccc3)CC2)cc1 (stereo unspecified) | 16 | -20 | 67* | 0.74 | -3 | 0.3 | 8 | 0.8 | 2
CCOc1ccc(C2c3c(oc4cc(C)c(C)cc4c3=O)C(=O)N2CCCN(C)C)cc1OC (stereo unspecified) | 56* | -7 | 11 | -1 | 7 | 0.9 | -8 | 0.4 | nt
O=C(Nc1nc(SCc2ccc(F)cc2)ns1)c1ccco1 | nt | 7 | nt | 0.011 | 3 | nt | -53 | nt | 0
Cc1ccc(C)c(Cn2c(CN(C)Cc3ccccc3)nc3c2c(=O)n(C)c(=O)n3C)c1 | 92* | -13 | 66* | 0.45 | 7 | 0.3 | -2 | 0.1 | 4
COCCCn1cnc2oc3nc4ccccc4nc3c2c1=O | -18 | -30 | 1 | 1.1 | -6 | 1 | 16 | 1.2 | 4
CCN(c1ccc(NC(=O)CSc2nnc3nc(C)cc(C)n23)cc1)C(C)C | 11 | -25 | 10 | 0.11 | 5 | 0.9 | 9 | 0.9 | 3
Cc1cccc(C)c1OCC(O)CNC(C)C (stereo unspecified) | -15 | -5 | 10 | -1.4 | -15 | 0.9 | nt | 1.2 | 0
CCc1n[nH]c2c1/C(=N\O)CC(c1ccccc1)C2 (stereo unspecified) | 98* | -15 | 96* | -0.34 | 3 | 0 | -14 | 0 | 12
Cc1ccc(NC(=O)COS(=O)c2ccc(C)cc2)cc1 (stereo unspecified) | 44 | -9 | 32 | 0.3 | 13 | 0.7 | 11 | 0.6 | 9
Cc1ccc(CN(CC(=O)N/N=C/c2ccccc2[N+](=O)[O-])S(=O)(=O)c2ccc(C)cc2)cc1 | 85* | -14 | 97* | -1.4 | -9 | 0 | -15 | 0.2 | nt
C=CCNc1nc(N)c(C(=O)c2ccc3c(c2)OCO3)s1 | -32 | -19 | 90* | 0.44 | 17 | 0.1 | -27 | 1.3 | 10
O=c1[nH]c2ccccc2n2c(-c3ccccc3)nnc12 | 62* | -13 | 33 | -0.72 | 14 | 0.7 | -4 | 0.4 | nt
Cc1ccc(N2CC(C(=O)Nc3ccccc3C(=O)NC3CCCCC3)CC2=O)cc1 (stereo unspecified) | nt | -29 | nt | 0.71 | -22 | nt | -16 | nt | -1
COC(=O)[C@H](C)NC(=O)Nc1ccc(S(N)(=O)=O)cc1 | -8 | 0 | -9 | 0.56 | 30 | 1.1 | 11 | 1.1 | 1
CC(=O)Nc1ccc2c(c1)CCCN2C(=O)c1ccccc1 | 3 | -28 | 19 | 0.069 | 1 | 0.8 | 6 | 1 | 0
CC1CCN(CCCn2c(=S)[nH]c3ccc(N4CCOCC4)cc3c2=O)CC1 | 14 | -14 | -14 | 0.59 | -2 | 1.1 | 4 | 0.9 | -3
CN1c2ccccc2C(O)=C(C(=S)Nc2ccc(F)c(Cl)c2)S1(=O)=O | 96* | -14 | -6 | 2 | -2 | 1.1 | 4 | 0 | nt
O=c1c2ccccc2nc(SCc2nnc(-c3ccccc3)o2)n1-c1ccc(F)cc1F | 99* | -33 | 77* | -0.3 | 0 | 0.2 | 15 | 0 | 5
Cc1ccc(C)c(C(=O)CN2C3=NCCCN3c3ccccc32)c1 | -15 | -41 | -5 | 0.15 | 3 | 1 | -5 | 1.2 | 6
CC1(C)CC(=O)c2cc(OCC(=O)NCC3CCCO3)ccc2O1 (stereo unspecified) | 18 | -16 | 16 | -0.31 | 0 | 0.8 | -20 | 0.8 | 4
COc1ccc(C2OC34CCCCC3C(C#N)(C#N)C2(C#N)C(=N)O4)cc1 (stereo unspecified) | 10 | 4 | 16 | -0.37 | -3 | 0.8 | -6 | 0.9 | 14
CCn1cnc2cc(NS(=O)(=O)c3ccc(C)cc3)ccc21 | 84* | -9 | 89* | 1.3 | 8 | 0.1 | -1 | 0.2 | 3
CC(=O)c1c(N2CCN(c3ccccc3)CC2)nc(=S)n(-c2ccccc2)c1C | -5 | -54 | 5 | -0.21 | 5 | 0.9 | -10 | 1 | 5
C=CCOc1c(Cl)cc(CNc2ccc(N(C)C)cc2)cc1OC | 72* | nt | 96* | -0.87 | -22 | 0 | 1 | 0.3 | nt
COc1cccc(OCc2cc(C3Nc4ccccc4C(=O)N3Cc3ccco3)ccc2OC)c1 (stereo unspecified) | nt | 3 | nt | 1 | -13 | nt | 42 | nt | 5
COc1ccc(OCCn2c(=N)n(CCO)c3ccccc32)cc1 | 3 | -30 | 16 | 0.75 | -14 | 0.8 | -4 | 1 | 7
COc1ccc(CCNC(=O)Cn2c(=O)oc3ccccc32)cc1OC | 13 | -39 | 1 | -0.35 | -2 | 1 | -27 | 0.9 | 4
OCCN1CN=C(Nc2nc3ccccc3o2)NC1 | 2 | -22 | -4 | -1.9 | -4 | 1 | 0 | 1 | nt
Cc1cc(=O)oc(C)c1C(=O)N1CCCCC1 | 5 | -22 | 20 | -0.42 | 10 | 0.8 | -4 | 1 | 4
Cc1cccc(-n2c(C)nc3sccc3c2=O)c1 | 2 | 9 | 42 | 1.4 | 2 | 0.6 | -41 | 1 | nt
CCOP(=O)(OCC)C(C#N)=C1SCN(c2ccccc2)CS1 | nt | -31 | nt | -0.41 | 17 | nt | -10 | nt | 5
CCCC(=O)N1CCN(c2ccc([N+](=O)[O-])c(NC(C)c3ccccc3)c2)CC1 (stereo unspecified) | 70* | -13 | 63* | -0.089 | -18 | 0.4 | -32 | 0.3 | nt
Cc1nn(-c2cccc(Cl)c2)c2c1C(c1cccnc1)C(C#N)=C(N)O2 (stereo unspecified) | 26 | -3 | 9 | -0.014 | -8 | 0.9 | -16 | 0.7 | 8
CC(=O)c1sc2nc(=O)c(C)nn2c1C | -12 | nt | -5 | 0.001 | nt | 1.1 | nt | 1.1 | 2
Cc1cc(Cl)ccc1OCC(=O)Nc1nc(-c2cccs2)cs1 | 56* | 4 | 21 | 0.48 | 17 | 0.8 | 12 | 0.4 | 3
CCOc1ccc(N2C(=O)c3cccnc3C2Nc2ccc(OC)cc2)cc1 (stereo unspecified) | 18 | -7 | 27 | 1.2 | 3 | 0.7 | -16 | 0.8 | 4
Cc1nnc(SCC(=O)N2c3ccccc3Sc3ccccc32)n1N | 3 | 0 | 22 | -0.016 | 5 | 0.8 | -12 | 1 | 4
Cc1ccccc1NC(=O)CCC(=O)OCC(=O)c1ccc(-c2ccccc2)cc1 | 3 | 8 | -6 | -0.74 | -19 | 1.1 | 7 | 1 | nt
COc1ccc(OC)c(C2C(C(=O)c3ccc(C)o3)=C(O)C(=O)N2CCCN2CCOCC2)c1 (stereo unspecified) | nt | -3 | nt | nt | -2 | nt | -192 | nt | 5
Cc1ccc(NC(=S)N2CCN(C3CCCCC3)CC2)cc1 | 2 | -7 | 10 | -0.13 | 12 | 0.9 | -14 | 1 | nt
COc1ccc(C)cc1S(=O)(=O)Nc1cc(Cl)ccc1Cl | nt | -17 | nt | 0.95 | 25 | nt | 12 | nt | 7

The order is random; overall some 29% were active at least once.
